# SW480 rerep – DNA re-replication induction in SW480 cells | 340,000 compounds, 1.8% hits | SW480 DNA re-replication, Hoechst DNA content imaging, 48 h | AID 624297 | Potency, µM (doses to about 46.1 µM), inactives show at the highest dose re-replication activation, most hits filed as activators; also: % of control where 0% means no effect; nearly all actives have a fitted effect of over 55% in size
#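 SW480 cells exposed to compounds for 48 hr at 37 C, 5% CO2, then Hoechst-stained 40 min. Nuclear DNA content imaged by fluorescence scanning (405 nm excitation, 500-530 nm emission); re-replication scored as increased high-intensity nuclei.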
# TDP43 rescue – TDP-43 toxicity inhibition in yeast; TDP-43 expressing yeast growth rescue, BacTiter-Glo, 24 h; Potency, µM (top dose mostly 46.1 µM), without a hit: at the highest dose growth rescue (activation), usual class: activators; AID 652104; 410,000 compounds, 1.8% hits; also: % of control where 0% means no effect; nearly all actives have a fitted effect of over 50% in size
#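 In this qHTS, compounds that restore growth of yeast expressing TDP-43 appear as activators. Cells (OD600=0.02, galactose medium, raffinose-pregrown) are incubated with compound 24 hr at 30 deg C and growth is quantified by BacTiter-Glo.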
# HT1080 IDH1KD tx – kills HT-1080 cells with IDH1 knockdown; HT-1080 IDH1 knockdown viability, ATP luminescence, 48 h; AID 686971; 360,000 compounds, 2% hits; Potency, µM (doses to about 46.1 µM), without a hit: top-dose activity, negative = toxicity, most hits filed as cytotoxic;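 also: 0% = DMSO wells and -100% = cell-free medium wells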
#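 IDH1KD HT-1080 cells, 750/well, RPMI + 5% FBS; compound pinned after 2 h settling; 48 h, 37 °C; CellTiter-Glo luminescence; % activity normalised to DMSO and no-cell wells; curves fitted, classed by r2 and efficacy.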
# HT1080NT lethal – kills 2HG-producing HT-1080-NT fibrosarcoma cells | HT-1080-NT fibrosarcoma viability, CellTiter-Glo ATP luminescence, 48 h | Potency, µM (top dose mostly 46.1 µM), for the others: top-dose activity, negative = less viability, most hits filed as cytotoxic | 360,000 compounds, 1.6% hits | AID 686970;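 also: NT is the 2HG producing partner of a matched IDH1 knockdown line; 0% = DMSO-treated cells and -100% = media-only wells without cells; nearly all actives have a fitted effect of over 55% in size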
#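 Luminescent CellTiter-Glo readout after 48 hours of compound exposure at 37 degrees C defined viability of HT-1080-NT cells. Activity was normalized to DMSO wells and cell-free media wells; concentration-response curves were fitted and assigned curve classes.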
# GLP-1R agonist – GLP-1 receptor (human) agonism | P43220 | HEK293 GLP-1R CRE-luciferase, luminescence, 4-6 h; cells express a hypersensitive GLP-1R form | Potency, µM (highest dose often 45.6 µM), without a hit: at the top dose activation, hits mostly activators | 380,000 compounds, 0.007% hits | AID 624172; also: % of control where 0% means no effect
# Target sequence (P43220 whole entry, looked up): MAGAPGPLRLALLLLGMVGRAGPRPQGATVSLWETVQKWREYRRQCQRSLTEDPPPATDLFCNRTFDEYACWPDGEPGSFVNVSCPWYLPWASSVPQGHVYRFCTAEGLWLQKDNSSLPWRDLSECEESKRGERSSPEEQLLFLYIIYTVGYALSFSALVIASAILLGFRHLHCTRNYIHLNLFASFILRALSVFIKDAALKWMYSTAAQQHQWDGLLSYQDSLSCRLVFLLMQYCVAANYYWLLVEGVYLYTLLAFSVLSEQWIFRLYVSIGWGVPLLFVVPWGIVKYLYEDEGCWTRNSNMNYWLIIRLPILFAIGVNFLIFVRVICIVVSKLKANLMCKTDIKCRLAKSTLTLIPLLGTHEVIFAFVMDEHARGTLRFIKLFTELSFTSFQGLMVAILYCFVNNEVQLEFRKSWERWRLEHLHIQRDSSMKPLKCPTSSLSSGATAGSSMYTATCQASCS
# KB-V1 MDR tox – kills drug-selected multidrug resistant KB-V1 cells; AID 1347076; Potency, µM (highest dose often 46.1 µM), for inactives: top-dose activity change, negative = cytotoxicity, hits mostly cytotoxic; 400,000 compounds, 3.4% hits; KB-V1 MDR cells viability, CellTiter-Glo, 72 h; also: % is scaled to controls: 0 for no effect and ±100 for the full control effect; nearly all actives have a fitted effect of over 60% in size
#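 Drug-selected KB-V1 cells, grown in DMEM lacking phenol red with 10% FBS, receive compound titrations; after three days at 37 degrees C, surviving cell ATP is quantified by CellTiter-Glo luminescence and responses normalized and curve-fitted.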
# HEK293 tox – cytotoxicity counter-screen for GLP-1 receptor inverse agonists | HEK293 cAMP-luciferase reporter cells, luminescence, 24 h | Potency, µM (series often up to 38.3 µM), for inactives: at the top dose activity change, negative = inhibition, hits mostly inhibitors | 410,000 compounds, 0.13% hits | AID 624418;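 also: loss of luciferase light is scored as toxicity; % is scaled to controls: 0 for no effect and ±100 for the full control effect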
#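 Step one: seed cells (200 cells/uL, DMEM with 10% Nu serum, 1% pen-strep). Step two: 12-hour incubation at 37 deg C. Step three: pin 23 nL compound, incubate 24 hr. Step four: add luciferase reagent, read luminescence 12 min later.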
# KB-3-1 tox – kills parental KB-3-1 adenocarcinoma cells; KB-3-1 viability, CellTiter-Glo ATP luminescence, 72 h; Potency, µM (top dose mostly 46.1 µM), without a hit: top-dose activity change, negative = cytotoxic, actives largely listed as cytotoxic; 400,000 compounds, 1.4% hits; also: % is scaled to controls: 0 for no effect and ±100 for the full control effect; nearly all actives have a fitted effect of over 60% in size
#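 72 h, 37 °C compound treatment of KB-3-1 parental cells; CellTiter-Glo added, 10 min, luminescence read. Data corrected against DMSO-only plates and normalized before curve fitting.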
# GLP1R inv ag – GLP-1 receptor (human) inverse agonism | 410,000 compounds, 1.6% hits | HEK293 GLP-1R CRE-luciferase, luminescence, 24 h; GLP-1R form is constitutively active | AID 624417 | Potency, µM (series often up to 38.3 µM), for inactives: top-dose activity change, negative = inhibition, hits mostly inhibitors | P43220; also: % is scaled to controls: 0 for no effect and ±100 for the full control effect; nearly all actives have a fitted effect of over 55% in size
#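 HEK293 cells stably co-expressing a cAMP-responsive luciferase reporter and constitutively active GLP-1R were seeded, incubated 12 h, then exposed to compounds for 24 h at 37 C. Luminescence was read 12 min after detection reagent; inverse agonists lower signal.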
# Numbers without * were called inactive; u = inconclusive; x = no result given; & = joins results of further samples; [ ] = dose if it differs, or a comment. Calls follow the shape of the dose curve; as a rule, active = well fitted curve in the direction sought with a large enough effect; inconclusive = small, poorly fitted or top-dose-only effect, or another doubt; inactive = no such curve, though single readings can be large; an effect the other way counts as inactive or inconclusive. Potency is read from the fitted curve at half-maximal effect.
SMILES,SW480 rerep,TDP43 rescue,HT1080 IDH1KD tx,HT1080NT lethal,GLP-1R agonist,KB-V1 MDR tox,HEK293 tox,KB-3-1 tox,GLP1R inv ag
COC(=O)CC1C(=O)NCCN1C(=O)CSc1nnc(Nc2ccc(OC)cc2)s1 (centres undefined),-8%,4%,-3%,2%,-3%,20%,-8%,16%,-11%
O=C1NC[C@@H](CCCCN2CCN(CCc3ccccc3)C(=O)C2=O)N(CCC2CCCCC2)C1=O,x,1%,u,17%,-2%,24%,0%,30%,5%
CCCc1c(C(=O)N/N=C/c2cccnc2)nnn1-c1nonc1N,u,2%,8%,24%,5%,u,13%,12%,42%[activator]
Nc1cccnc1Oc1ccc(F)cc1,3%,-3%,-7%,1%,11%,0%,3%,u,9%
C=C(C)COc1ccc(-c2[nH]ncc2-c2ccccc2OC)c(O)c1,u,u,18µM*,18µM*,-10%,u,u,u,u
Cc1nc(-c2ccc(S(=O)(=O)NCc3cccnc3)s2)cs1,-6%,-13%,-16%,u,3%,u,20%,u,1%
CC(=O)NC(c1ccc(F)c(F)c1)c1nc(-c2ccccc2C)cs1 (centres undefined),x,u,-3%,-5%,12%,4%,-4%,0%,-17%
O=C(O)/C=C\C(=O)NCc1ccccc1,-2%,14%,6%,10%,-5%,9%,-11%,-7%,9%
COc1cccc(C(=O)NNC(=O)c2ccccc2)c1,x,8%,6%,0%,-4%,-1%,1%,0%,9%
CCOc1ccccc1NC(=O)CN(c1cc(C)cc(C)c1)S(=O)(=O)c1c(C)noc1C,0%,15%,-2%,15%,-3%,u,-4%,9%,-24%
Cc1ccccc1-c1nc(CS(=O)(=O)CC(=O)Nc2cc(Cl)cc(Cl)c2)c(C)o1,x,-4%,x,x,0%,0%,-11%,-10%,u
COC(=O)c1[nH]c2cccc(OC)c2c1NC(=O)CN1CC2(C)CC1CC(C)(C)C2 (centres undefined),-4%,9%,7%,5%,-5%,2%,-6%,3%,-8%
CCCC(=O)N1c2ccc(-c3csc(N)n3)cc2CC1C (centres undefined),-6%,-11%,0%,-1%,16%,-7%,63%[activator],-3%,25%
O=C1NC2=C(CCc3ccccc32)C(c2ccc(Br)cc2)N1 (centres undefined),13%,u,-8%,-2%,-1%,21µM*,2%,-2%,-15%
CC(=O)NC(C)(c1ccccc1)c1nc(/C=C/c2ccccc2)cs1 (centres undefined),x,13%,-14%,-26%,21%,-16%,4%,0%,u
COc1ccc(CCNC(=O)CSc2nc3ccsc3c(=O)n2Cc2ccccn2)cc1OC,x,18%,9%,-2%,5%,-6%,2%,8%,4%
COc1cccc(-n2c(SCc3ccc(F)cc3)nc3c([nH]c4ccccc43)c2=O)c1,x,29%,x,x,4%,u,-15%,-4%,8.9µM*
O=C(NC(Cc1c[nH]c2ccccc12)C(=O)N/N=C/c1ccc(Cl)cc1)c1cccs1 (centres undefined),u,9%,u,u,6%,-26%,-39%,-21%,u
C/C(=N\Nc1nc(N2CCOCC2)nc(N2CCOCC2)n1)c1cccc([N+](=O)[O-])c1,6%,12%[9.22 µM],5%,1%,8%,-10%,16%[7.66 µM],8%,-10%[7.66 µM]
O=C(c1cccnc1)N1CCN(c2ccc(Cl)cc2)CC1,-323%[inhibitor],-2%,-8%,0%,4%,-24%,4%,-6%,3%

# Complete entries, quoted from the list. Screens in order: SW480 rerep	TDP43 rescue	HT1080 IDH1KD tx	HT1080NT lethal	GLP-1R agonist	KB-V1 MDR tox	HEK293 tox	KB-3-1 tox	GLP1R inv ag
# `Nc1cccnc1Oc1ccc(F)cc1` reads 3%	-3%	-7%	1%	11%	0%	3%	u	9%
# `COC(=O)CC1C(=O)NCCN1C(=O)CSc1nnc(Nc2ccc(OC)cc2)s1` (centres undefined) reads -8%	4%	-3%	2%	-3%	20%	-8%	16%	-11%
# `CCCC(=O)N1c2ccc(-c3csc(N)n3)cc2CC1C` (centres undefined) reads -6%	-11%	0%	-1%	16%	-7%	63%[activator]	-3%	25%
# `COc1ccc(CCNC(=O)CSc2nc3ccsc3c(=O)n2Cc2ccccn2)cc1OC` reads x	18%	9%	-2%	5%	-6%	2%	8%	4%
# `COC(=O)c1[nH]c2cccc(OC)c2c1NC(=O)CN1CC2(C)CC1CC(C)(C)C2` (centres undefined) reads -4%	9%	7%	5%	-5%	2%	-6%	3%	-8%

# Molecules listed so far containing fluorine, in the order listed:
SMILES,SW480 rerep,TDP43 rescue,HT1080 IDH1KD tx,HT1080NT lethal,GLP-1R agonist,KB-V1 MDR tox,HEK293 tox,KB-3-1 tox,GLP1R inv ag
Nc1cccnc1Oc1ccc(F)cc1,3%,-3%,-7%,1%,11%,0%,3%,u,9%
CC(=O)NC(c1ccc(F)c(F)c1)c1nc(-c2ccccc2C)cs1 (centres undefined),x,u,-3%,-5%,12%,4%,-4%,0%,-17%
COc1cccc(-n2c(SCc3ccc(F)cc3)nc3c([nH]c4ccccc43)c2=O)c1,x,29%,x,x,4%,u,-15%,-4%,8.9µM*

# Next records
SMILES,SW480 rerep,TDP43 rescue,HT1080 IDH1KD tx,HT1080NT lethal,GLP-1R agonist,KB-V1 MDR tox,HEK293 tox,KB-3-1 tox,GLP1R inv ag
C=CCN(c1ccccc1)S(=O)(=O)c1cccc(C(=O)NCC(c2ccc(F)cc2)N2CCOCC2)c1 (centres undefined),4%,13%,-7%,1%,2%,-20%,2%,-5%,u
CN(CC(=O)NCC1CCCO1)S(=O)(=O)c1ccc(Br)cc1 (centres undefined),-11%,5%,-1%,-2%,-4%,-1%,2%,-5%,-2%
COc1ccnc(N=CNOCc2ccc(F)cc2Cl)c1C#N,-5%,-2%,-1%,0%,1%,3%,1%,-8%,40%
CC(=O)Nc1ccc(NC(=O)c2c(C)nc3ccccn23)cc1,1%,-20%,6%,10%,13%,13%,-22%,17%,0%
C[C@H](NC(=O)c1nc[nH]c1C(=O)NCCCCCN)C(=O)OC(C)(C)C,-19%,-2%,8%,4%,-5%,-8%,6%,17%,29%
Cc1ccc(C)c(NC(=O)COC(=O)c2cccc(S(=O)(=O)N3CCCC3)c2)c1,x,12%,-3%,-1%,7%,0%,-2%,1%,-7%
CC(=O)Nc1ccc(NC(=O)/C=C/c2cccc(C(F)(F)F)c2)cc1,-1%,19%,-8%,-23%,4%,-2%,0%,20%,-5%
CC1(C)CC(=O)C2=C(C1)N(CC1CCCO1)C(=O)C2(NC(=O)c1cccnc1)C(F)(F)F (centres undefined),1%,0%,3%,-4%,0%,-7%,-11%,17%,26%
COCCNCc1ccccc1[N+](=O)[O-],-3%,24%,7%,10%,1%,-13%,-4%,0%,12%
COc1ccccc1/C=C/c1nc(S(=O)(=O)c2ccccc2)c(N2CCC(C(N)=O)CC2)o1,18µM*,-24%,-7%,2%,-5%,5%,1%,7%,13%
CCOC(=O)C(NC(C)=O)(OCc1ccc(F)cc1)C(F)(F)F (centres undefined),-12%,9%,14%,3%,0%,1%,7%,-10%,-4%
C=CCn1c(=O)c2c3c(sc2n2c(Nc4ccccc4)nnc12)CCCC3,-5%[9.22 µM],17%,-4%,-15%,6%,u,-3%,u,u
O=C(COc1ccc2c3c(c(=O)oc2c1)CCC3)NCCCN1CCOCC1,28%,5%,6%,7%,8%,1%,-4%,21%,31%
CC1=CC(=O)c2ccccc2C1=O,-14%,u,5%&3%,27%&-9%,6%&3%&-5%,12%&-2%,-4%&0%,0%&0%,17%&7%
O=C(c1ccc(S(=O)(=O)N2CCOCC2)cc1)N1CCN=C1SCc1cccnc1,-15%,5%,-1%,0%,12%,-1%,4%,9%,5%
O=C(COC(=O)CCc1c[nH]c2ccccc12)NCc1ccc(Cl)cc1,0%,28%,2%,3%,3%,u,-4%,13%,10%
CC(=O)c1c(C)oc2c(Br)cc(NS(=O)(=O)c3ccc(Br)cc3)cc12,x,6%,x,x,-6%,u,-3%,-13%,-3%
COc1ccc(C(=O)Nc2ccc(N3CCCC3)cc2)cc1,10%,-4%,0%,-3%,6%,-4%,-13%,-3%,1%
O=C(CSc1nnc(COc2ccc(Cl)cc2Cl)o1)Nc1ccccn1,u,-9%,0%,-2%,6%,3%,6%,48%,26%
Cc1cc(NC(=O)Cn2cnc3sc(C)c(C)c3c2=O)no1,1%,0%,-11%,0%,1%,-2%,4%,17%,9%
CCc1c(C)nc2ncnn2c1N1CCC(C(=O)NCc2cccc(OC)c2)CC1,-8%,-3%,u,5%,13%,23µM*,-3%,u,5%
CCc1nc2oc3cc(OC)ccc3c(=O)c2c(=O)n1Cc1ccccc1,-6%,-20%,-21%,3%[9.24 µM],0%,-3%,-16%,-10%,-3%
C=CCn1c(N)c(C(=O)N2CCN(C)CC2)sc1=S,-3%,-3%,u,9%,4%,-23%,-9%,7%,2%
N#CC1(NC(=O)COC(=O)Cc2c[nH]c3ccccc23)CCCCC1,x,-12%,-4%,-1%,1%,-9%,-5%,-5%,2%
CCCCc1n[nH]c(=S)n1Cc1ccc(Cl)cc1,-10%,25%,-17%,-18%,19%,u,-18%,-16%,u
N#Cc1ccccc1OCC(=O)NCC(c1cccs1)N1CCOCC1 (centres undefined),-8%,-13%,-6%,-8%,-2%,-1%,-3%,5%,5%
CN(C(=O)c1cccc(NC(=O)Cc2ccc(NC(=O)C3CCCN(C(=O)C4CCCCC4)C3)cc2)c1)C1CC1 (centres undefined),-11%,22%,7%,13%,0%,u,-3%,3%,-29%

# From PubChem
